RXFP1 antagonist: antagonists of human relaxin receptor RXFP1. Q9HBX9. HEK293-RXFP1, relaxin-stimulated cAMP HTRF, 30 min; active compounds read low. activity change, negative = inhibition, % at 57.5 µM. hit rate 0.59% among 350,000;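 active means activity change of -60% or lower, but not beyond a set lower limit; inconclusive means change between -60% and -40%, or beyond the set limit; inactive means change above -40%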; further: on the % scale 0 is the no-effect control and ±100 the full control effect
Target sequence (Q9HBX9 whole entry, looked up): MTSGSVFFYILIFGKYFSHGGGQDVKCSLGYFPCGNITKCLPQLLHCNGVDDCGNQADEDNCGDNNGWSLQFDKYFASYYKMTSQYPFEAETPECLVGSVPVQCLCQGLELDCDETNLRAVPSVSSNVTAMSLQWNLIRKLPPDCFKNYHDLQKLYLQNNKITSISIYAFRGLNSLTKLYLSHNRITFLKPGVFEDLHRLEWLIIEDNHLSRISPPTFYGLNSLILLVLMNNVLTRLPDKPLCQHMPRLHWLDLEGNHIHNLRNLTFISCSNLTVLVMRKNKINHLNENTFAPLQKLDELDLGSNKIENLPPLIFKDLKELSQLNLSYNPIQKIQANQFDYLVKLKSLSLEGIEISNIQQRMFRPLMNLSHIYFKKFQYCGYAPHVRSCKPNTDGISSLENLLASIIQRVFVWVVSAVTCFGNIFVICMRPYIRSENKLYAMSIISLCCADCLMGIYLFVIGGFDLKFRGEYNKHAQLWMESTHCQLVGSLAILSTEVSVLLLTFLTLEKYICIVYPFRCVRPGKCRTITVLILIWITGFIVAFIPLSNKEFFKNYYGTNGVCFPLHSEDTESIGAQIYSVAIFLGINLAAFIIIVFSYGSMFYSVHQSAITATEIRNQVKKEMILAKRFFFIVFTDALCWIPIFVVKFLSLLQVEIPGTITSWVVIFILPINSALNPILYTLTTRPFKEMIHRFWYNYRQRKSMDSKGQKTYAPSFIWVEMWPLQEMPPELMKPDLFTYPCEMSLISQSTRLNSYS
Pol beta inh: blocks human DNA polymerase beta activity | P06746 | Pol beta primer extension/strand displacement, fluorescence kinetic | Potency, µM (top dose mostly 114 µM), without a hit: at the top dose activity change, negative = inhibition, actives largely listed as inhibitors | hit rate 1.3% among 340,000 | AID 485314; further: potency means the concentration at half of the fitted maximal effect; on the % scale 0 is the no-effect control and ±100 the full control effect
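Homogeneous kinetic assay of primer extension and strand displacement by 10 nM Pol beta, preincubated 15 min at room temperature with compound before 50 nM substrate (final) was added. Read at 0 and 10 min; four-parameter Hill fit.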
Pol kappa inh: DNA polymerase kappa (human) inhibition. Q9UBT6. purified Pol kappa, fluorescent DNA synthesis assay, 10 min. Potency, µM (doses to about 107 µM), inactives show at the top dose activity, negative = inhibition, usual class: inhibitors. hit rate 0.53% among 400,000. AID 588579; further: potency means the concentration at half of the fitted maximal effect; on the % scale 0 is the no-effect control and ±100 the full control effect
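Readout: fluorescence, taken kinetically at 0 and 10 min. Conditions: 10 nM Pol kappa, 15 min RT compound preincubation, 50 nM substrate final. Controls: enzyme-free buffer wells.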
Pol eta inh: inhibitors of human DNA polymerase eta | Q9Y253 | recombinant Pol eta, fluorescent DNA replication assay | hit rate 1.2% among 390,000 | Potency, µM (doses to about 114 µM), for the others: at the highest dose activity change, negative = inhibition, most hits filed as inhibitors; further: potency means the concentration at half of the fitted maximal effect; on the % scale 0 is the no-effect control and ±100 the full control effect
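Pol eta (10 nM) was preincubated with compounds for 15 min at room temperature, after which fluorescent replication substrate (50 nM final) was added to start the reaction. Fluorescence was read kinetically at 0 and 10 min.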
Apoferritin bind: candidate novel general anesthetic via apoferritin binding. P02791. apoferritin/1-aminoanthracene competitive binding, fluorescence. Potency, µM (highest dose often 77.5 µM), for inactives: top-dose activity change, negative = displacement, most hits filed as inhibitors. hit rate 0.074% among 350,000; further: potency means the concentration at half of the fitted maximal effect; on the % scale 0 is the no-effect control and ±100 the full control effect; nearly all actives have a fitted effect of over 20% in size
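10 uM apoferritin + 50% sat. 1-AMA, PBS; cpd 10 min RT; Ex380/Em535 endpoint; normalized to free probe vs complex; 4-param Hill fit; propofol titration as pos. ctrl.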
BLM helicase inh: Bloom syndrome helicase (human) inhibition; P54132; recombinant BLM DNA unwinding, fluorescence dequenching; Potency, µM (doses to about 56.1 µM), without a hit: at the top dose activity change, negative = inhibition, hits mostly inhibitors; hit rate 0.2% among 350,000; AID 2528;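 further: potency means the concentration at half of the fitted maximal effect; plate controls were vehicle for no effect and no enzyme for full effect; nearly all actives have a fitted effect of over 35% in size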
Tb PGK inh: T. brucei PGK inhibition | P07378 | PGK/GAPDH coupled, Kinase-Glo luminescence, 60 min | Potency, µM (highest dose often 57.5 µM), without a hit: at the highest dose activity change, negative = inhibition, most hits filed as inhibitors | hit rate 0.043% among 380,000; further: potency means the concentration at half of the fitted maximal effect; on the % scale 0 is the no-effect control and ±100 the full control effect; nearly all actives have a fitted effect of over 60% in size
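Luminescent ATP detection (Kinase-Glo Plus) follows a 60-minute room-temperature incubation, with wells lacking PGK as controls. Buffer: 100 mM TEA (pH 7.6), 5 mM MgCl2, 0.01% Tween-20. Coupling enzyme GAPDH (100 nM final) supplies unstable 1,3-BPG in-well.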
APEX1 inh: APE1 (human) endonuclease inhibition; P27695; recombinant APE1, TAMRA/BHQ-2 abasic DNA cleavage fluorescence; Potency, µM (titrated, usually from 65.8 µM), for inactives: at the top dose activity change, negative = inhibition, actives largely listed as inhibitors; hit rate 0.35% among 350,000; AID 2517;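 further: potency means the concentration at half of the fitted maximal effect; plate controls were vehicle for no effect and reference inhibitor for full effect; nearly all actives have a fitted effect of over 55% in size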
Target sequence (P27695 whole entry, looked up): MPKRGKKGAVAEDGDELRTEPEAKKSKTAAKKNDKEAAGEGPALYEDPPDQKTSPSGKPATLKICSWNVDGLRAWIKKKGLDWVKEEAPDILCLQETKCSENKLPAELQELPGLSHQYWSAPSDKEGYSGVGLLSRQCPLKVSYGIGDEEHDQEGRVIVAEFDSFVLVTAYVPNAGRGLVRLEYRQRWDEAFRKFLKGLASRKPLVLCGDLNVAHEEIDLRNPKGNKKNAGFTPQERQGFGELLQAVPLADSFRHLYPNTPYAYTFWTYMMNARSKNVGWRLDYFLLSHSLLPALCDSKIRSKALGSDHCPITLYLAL
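Readout is kinetic fluorescence (ex 525, em 598 nm) from cleavage of 50 nM TAMRA/BHQ-2 THF abasic duplex by 0.75 nM APE1, compound added 15 min beforehand at RT.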
POLI inh: inhibitors of human DNA polymerase iota; hit rate 1% among 390,000; Q9UNA4; Potency, µM (top dose mostly 115 µM), inactives show top-dose activity, negative = inhibition, hits mostly inhibitors; AID 588590; Pol iota fluorescent replication assay, 10 min; further: potency means the concentration at half of the fitted maximal effect
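Pol iota at 10 nM preincubated 15 min with compounds at room temperature; reaction started with fluorescent substrate, 50 nM final. Fluorescence read kinetically at 0 and 10 min; buffer-only wells as negative control.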
Active calls of the source: *; i = inactive; ? = inconclusive; nt = not tested or not shown; & = joins results of further samples; [ ] = another dose, or the depositor's remark. Unless noted, the call rests on the fitted dose curve; in most records, active means well fitted curve in the direction sought with a large enough effect; inconclusive means small, poorly fitted or top-dose-only effect, or another doubt; inactive means no such curve, though single readings can be large; an effect the other way counts as inactive or inconclusive. An excerpt. The share of hits here may be higher or lower than overall.

smiles	RXFP1 antagonist	Pol beta inh	Pol kappa inh	Pol eta inh	Apoferritin bind	BLM helicase inh	Tb PGK inh	APEX1 inh	POLI inh
Cc1cccc(N2CCN(C(=S)c3ccc([N+](=O)[O-])cc3)CC2)c1	-7	-1%	0%	-19%	5%	0%	-6%	1%	-6%
CNC(=O)CSc1nc2ccccc2c(=O)n1C1CCCCC1	5	2%	2%	5%	-7%	-9%	-9%	14%	3%
Cc1noc(C)c1S(=O)(=O)N(CC(=O)NC1CCCC1)c1ccc(C(C)C)cc1	-9	-4%	6%	-15%	-5%	2%	-9%	-7%	11%
C#CCNC(=O)C1=C[C@@H](c2ccccc2)[C@H](CCCO)[C@@H](OCC)O1	nt	3%	6%	-1%	-1%	-2%	-5%	0%	4%
CC1(C)NC(=O)N(CCOCCOc2cccc(Oc3ccccc3)c2)C1=O	1	2%	-13%	-13%	-17%	-4%	i	-10%	-5%
COCCNC(=S)NNC(=O)c1cc(C2CC2)nc2ccccc12	-2	23%	4%	-12%	-6%	-3%	-7%	22%	9%
COc1ccc(/C=N/NC(=O)CSc2nnc(CCCc3ccc(OC)c(C)c3)o2)cc1	-22	?	-16%	-16%	8%	-12%	-9%	11%	-6%
O=C(O)c1ccc(-n2nnnc2SCc2cccc(Br)c2)cc1	-3	12%	7%	-4%	0%	-6%	i	32%	19%
COC(=O)CCc1c(C)[nH]c(C(=O)OCc2ccccc2)c1C	1	1%	-10%	-15%	?	-8%&-4%	-5%	1%&-7%	-8%
O=C(CSc1n[nH]c(=O)[nH]c1=O)Nc1cccc(S(=O)(=O)N2CCOCC2)c1	2	1%	-16%	-18%	3%	5%	-2%	-1%	-24%
Cc1cc(=O)oc2c3c(cc(OCC(=O)N[C@@H](Cc4ccccc4)C(=O)O)c12)OC(C)(C)CC3	nt	9%	5%	4%	-11%	6%	-8%	20%	11%
COc1ccc(-c2nc(=S)n3ccsc3n2)cc1OC	-26	-19%	4%	-10%	-4%	-10%	i	0%	87%[activator]

smiles	RXFP1 antagonist	Pol beta inh	Pol kappa inh	Pol eta inh	Apoferritin bind	BLM helicase inh	Tb PGK inh	APEX1 inh	POLI inh
CON(C)S(=O)(=O)c1cccc(C(=O)N(CC(=O)Nc2ccccc2C(F)(F)F)Cc2ccco2)c1	-3	nt	4%	-19%	nt	nt	1%	0%	15%
O=C(Nc1ccc(F)cc1F)N1CCC(c2nc3ccccc3o2)CC1	-34	41%	-12%	-15%	-10%	-3%	-8%	21%	75%[activator]
COc1ccc(O)c(C(=O)c2cc(C#N)c(=O)n(-c3c(C)n(C)n(-c4ccccc4)c3=O)c2)c1	-13	14%	1%	9%	-14%	2%	8%	5%	10%
CCOc1ccccc1N1CC(c2nc3ccccc3n2CCOc2ccc(OC)cc2)CC1=O (stereo not drawn)	-5	29%	-9%	-22%	-13%	-2%	12%	nt	3%
CCN(C(=O)CN1C(=O)c2ccccc2S1(=O)=O)C1CCCCC1	-2	nt	3%	-26%	nt	nt	0%	9%	17%
Cc1ccc(C)c(N2CCN(c3ccc(N4C(=O)COCC4=O)cc3[N+](=O)[O-])CC2)c1	20	-14%	-4%	-13%	-8%	1%	3%	-3%	9%
c1ccc(-c2nc(-c3ccco3)n3ccccc23)cc1	-14	35µM*	-8%	?	-7%	-8%	-1%	15%	-6%
Cc1cccc(/C=N/NC(=O)c2cc(C3CC3)nc3ccccc23)n1	?	15%	6%	-19%	-2%	-1%	-6%	28%	30%[activator]
COc1ccccc1CNCC(=O)Nc1cc(S(=O)(=O)N2CCCCCC2)ccc1Cl	-3	-17%	6%	-25%	-8%	-11%	3%	3%	36%[activator]
CC(C)(C)C(=O)NCCCc1nc2ccccc2n1CCCOc1ccc(Cl)cc1	-40	-10%	-4%	-8%	-7%	-4%	-5%	12%	-5%
COc1cc(Cl)c(C)cc1NC(=O)CSc1cc(Cl)ccc1Cl	-26	?	-13%	?	-2%	-14%	i	?	?
C[C@H](NC(=O)c1ccco1)C(=O)Nc1cc(S(=O)(=O)N2CCCC2)ccc1OCC(F)(F)F	3	nt	-3%	-16%	nt	nt	-2%	-4%	7%

smiles	RXFP1 antagonist	Pol beta inh	Pol kappa inh	Pol eta inh	Apoferritin bind	BLM helicase inh	Tb PGK inh	APEX1 inh	POLI inh
Cc1ccc(CCNc2ncnc3onc(C)c23)cc1	-10	26%	3%	-22%	-7%	1%	i	nt	15%
CCOc1ccc(CCNC(=O)C(CCC(N)=O)NC(=O)OCc2ccccc2)cc1OCC (stereo not drawn)	-33	3%	-12%	-13%	-4%	0%	-9%	6%	47%[activator]
CCN1CCN(c2nc(-c3ccncc3)nc3ccccc23)CC1	nt	-19%	nt	nt	-10%	58%[activator]	nt	-3%	nt
C=CCn1cc(C(=O)NCCOC)c(=O)c2cc(S(=O)(=O)N(CC)CC)ccc21	-2	1%	-3%	8%	-8%	0%	-2%	11%	24%
OC(COc1c(F)cc(Br)cc1F)CN1CCN(c2ccc(F)cc2)CC1 (stereo not drawn)	-28	-1%	-8%	-10%	-15%	-7%	-8%	-6%	-6%
Cc1occc1C(=O)N/N=C/c1ccc(N(C)C)cc1	-14	0%	1%	-20%	12%	-9%	25µM*	-7%	6%
CC1(C)C(=O)Nc2ccccc2N1C(=O)c1ccc([N+](=O)[O-])cc1	8	10%	-14%	3%	0%	1%	-3%	6%	84%[activator]
O=C(CN1c2ccccc2S(=O)(=O)c2ccccc21)NCc1ccc(F)cc1	1	-10%	5%	-14%	-4%	0%	-3%	-4%	25%
CCn1c(-c2cc(-c3ccc(C)c(C)c3)nc3ccccc23)n[nH]c1=S	nt	?	nt	nt	-20%	-9%	nt	-1%	nt
O=C(Nc1ccc(F)cc1)N1CCN(c2ccc(F)cc2)CC1	11	11%	-11%	0%	-6%	-2%	i	4%	?
CCN(CC)CC#Cc1ccc(C)cc1	-4	9%	-8%	-20%	-9%	-1%	1%	0%	-1%[58.9 µM]
COc1ccccc1CNC(=O)COC(=O)Cc1cccs1	-13	-10%	-7%	11%	-3%	-4%	-4%	-8%	110%[activator]

smiles	RXFP1 antagonist	Pol beta inh	Pol kappa inh	Pol eta inh	Apoferritin bind	BLM helicase inh	Tb PGK inh	APEX1 inh	POLI inh
COc1ccc(NC(=S)Nc2cccc3ccccc23)cc1OC	5	1%	-1%	-13%	-12%	-12%	-8%	5%	65%[activator]
CCN1/C(=C/c2ccc3cc(C)ccc3[n+]2C)Sc2ccc3sccc3c21	-3	-1%	-33%	?	-22%	2%	nt	3%	?
CC(Cc1ccsc1)NC(=O)CCc1nnc(COc2ccccc2)o1 (stereo not drawn)	-2	22%	-4%	-14%	-11%	-3%	-8%	13%	54%[activator]
COc1ccc(-c2cc(C(=O)OCC(=O)c3c(N)n(C)c(=O)n(C)c3=O)c3ccccc3n2)cc1	1	-1%	0%	-4%	-12%	-3%	0%	-1%	33%[activator]
O=C(CN1CCN(C2CCCCC2)CC1)Nc1ccccc1-c1ccccc1	-19	-17%	1%[60.1 µM]	-9%	0%	-1%	-4%	0%	31%[activator]
CC(=O)c1ccc(NC(=O)CCn2c(=O)oc3ccccc32)cc1	-5	14%	-3%	9%	-7%	-4%	0%	22%	15%
CCCc1cc(=O)[nH]c(SCC(=O)NCCCC(=O)OCC)n1	11	45%	-13%	9%	-8%	-3%	-4%	3%	-14%
COc1ccccc1N1CCN(C(=O)CNS(=O)(=O)c2ccc(Br)s2)CC1	2	32%&1%	0%&-25%	-10%&-6%	-3%&41%	-4%&-4%	-1%&16%	-2%	131%&-4%[activator]
COc1cc(CCN2C(=O)N[C@@H](c3cccc(C(F)(F)F)c3)C(C(C)=O)=C2C)cc(OC)c1OC	nt	14%	nt	nt	?	4%&-6%	nt	13%&4%	nt
COc1ccc2nc(SCC(=O)C(C)(C)C)[nH]c2c1	-2	15%	-13%	-23%	-7%	-1%	-2%	-2%	?
CCN1CCN(c2ccc([N+](=O)[O-])c(Sc3nc4ccccc4[nH]3)c2)CC1	-8	3%[57.1 µM]	-10%	-10%	-5%	0%	9%	11%	115%[activator]
CN(Cc1ccccc1)c1ncnc2c1cnn2-c1ccccc1	-6	1%	-6%	-14%	0%	-10%	-9%	-8%	23%

smiles	RXFP1 antagonist	Pol beta inh	Pol kappa inh	Pol eta inh	Apoferritin bind	BLM helicase inh	Tb PGK inh	APEX1 inh	POLI inh
S=c1[nH]c2ccccc2s1	-35	nt	-13%&-8%[60.1 µM]	nt	7%&-1%	2%&4%	nt	0%&23%&-15%	nt
O=C(Nc1ccc(Cl)cc1)c1cc(S(=O)(=O)N2CCc3ccccc32)ccc1F	-30	?	-11%[60.1 µM]	-17%	-14%	-14%	-2%	nt	53%[activator]
O=C(CCN1N=C(c2ccccc2)CCC1=O)NCC1CCCO1 (stereo not drawn)	-8	-37%	-11%	-1%	-7%	1%	-5%	10%	-10%
Cc1ccnc(SCC(=O)Nc2c(C)n(C)n(-c3ccccc3)c2=O)n1	-8	18%	6%	2%	1%	0%	3%	3%	14%
O=C(NNc1ccccc1)c1ccc(Cl)c(Cl)c1	-12	nt	-2%	-11%	nt	nt	2%	nt	12%
Cc1ccc(S(=O)(=O)NCCC(=O)N2CCN(c3ccccc3)CC2)cc1C	nt	nt	-11%	-7%	nt	nt	-4%	28%	-18%
Cc1oc(-c2cccc(Br)c2)nc1CN1CCC(C(=O)NCCc2ccc(Cl)cc2)CC1	-1	-12%	-12%[60.1 µM]	-21%	-1%	1%	3%	nt	38%[activator]
CCOC(=O)c1[nH]c2ccc(OC)cc2c1NC(=O)c1cccc(OC)c1	3	0%	-17%	1%	-10%	-10%	-7%	-6%	5%[58.9 µM]
NNC(=O)COc1ccc(C(F)(F)F)cc1	-8	16%	0%	-18%	?	-5%	nt	20%	20%
Cc1ccc(C2=CC(c3ccccc3F)n3c(nc4ccccc43)N2)cc1C (stereo not drawn)	-13	13%	-16%[60.1 µM]	-15%	-5%	-2%	-11%	nt	-3%

Bioassay records as filed in PubChem BioAssay.
